Apoferritin bind – binds horse apoferritin like a general anesthetic; 350,000 tested, 0.074% active; Potency, µM (top dose mostly 77.5 µM), inactives show at the highest dose activity change, negative = displacement, usual class: inhibitors; apoferritin/1-aminoanthracene competitive binding, fluorescence; also: potency is read from the fitted curve at half-maximal effect; % is scaled to controls: 0 for no effect and ±100 for the full control effect; nearly all actives have a fitted effect of over 20% in size
Target sequence (P02791 2-175 limits assumed): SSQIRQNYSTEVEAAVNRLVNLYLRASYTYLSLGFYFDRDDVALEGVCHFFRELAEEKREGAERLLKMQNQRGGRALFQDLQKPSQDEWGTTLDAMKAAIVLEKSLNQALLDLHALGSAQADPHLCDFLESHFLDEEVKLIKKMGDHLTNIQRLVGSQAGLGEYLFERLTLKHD
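Steps: apoferritin (10 uM) was premixed with half-saturated 1-AMA in PBS, compounds were pin-transferred, plates stood 10 min at room temperature, fluorescence was read at 380/535 nm, and curves were fitted with a Hill equation.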
APEX1 inh – blocks human APE1 abasic DNA cleavage. recombinant APE1, TAMRA/BHQ-2 abasic DNA cleavage fluorescence. Potency, µM (highest dose often 65.8 µM), for the others: at the top dose activity change, negative = inhibition, most hits filed as inhibitors. 350,000 tested, 0.35% active;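 also: potency is read from the fitted curve at half-maximal effect; plate controls were vehicle for no effect and reference inhibitor for full effect; nearly all actives have a fitted effect of over 55% in size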
Target sequence (P27695 whole entry, looked up): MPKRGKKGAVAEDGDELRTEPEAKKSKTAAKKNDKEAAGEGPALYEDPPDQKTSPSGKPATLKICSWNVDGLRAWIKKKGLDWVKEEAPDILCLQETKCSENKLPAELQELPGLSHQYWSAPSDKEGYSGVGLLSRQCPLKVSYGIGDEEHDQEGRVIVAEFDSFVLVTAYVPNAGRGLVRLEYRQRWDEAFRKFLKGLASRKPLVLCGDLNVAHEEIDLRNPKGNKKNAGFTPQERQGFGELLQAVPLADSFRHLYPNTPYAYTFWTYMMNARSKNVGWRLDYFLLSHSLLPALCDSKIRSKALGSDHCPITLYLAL
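0.75 nM APE1 + cpd, 15 min RT; start w/ 50 nM TAMRA/BHQ-2 THF-abasic dsDNA; kinetic fluor 525/598 nm ×3 reads @60 s; Δ(read3−read1); normalized to DMSO and NSC13755 control wells.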
POLH inh – inhibitors of human DNA polymerase eta; recombinant Pol eta, fluorescent DNA replication assay; Q9Y253; Potency, µM (highest dose often 114 µM), for inactives: top-dose activity change, negative = inhibition, actives largely listed as inhibitors; 390,000 tested, 1.2% active; AID 588591; also: potency is read from the fitted curve at half-maximal effect; % is scaled to controls: 0 for no effect and ±100 for the full control effect
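Pol eta at 10 nM preincubated with compounds 15 min at room temperature; reaction started with fluorescent substrate (50 nM final) and read kinetically at 0 and 10 min.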
Pol kappa inh – DNA polymerase kappa (human) inhibition; AID 588579; Q9UBT6; 400,000 tested, 0.53% active; Potency, µM (titrated, usually from 107 µM), without a hit: at the top dose activity, negative = inhibition, usual class: inhibitors; purified Pol kappa, fluorescent DNA synthesis assay, 10 min; also: potency is read from the fitted curve at half-maximal effect; % is scaled to controls: 0 for no effect and ±100 for the full control effect
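Pol kappa 10 nM + cpd, 15 min RT; start w/ substrate 50 nM final; fluorescence kinetic read, 0 and 10 min. Neg ctrl: buffer, no enzyme.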
Tb PGK inh – T. brucei PGK inhibition; 380,000 tested, 0.043% active; Potency, µM (titrated, usually from 57.5 µM), for the others: at the highest dose activity change, negative = inhibition, usual class: inhibitors; PGK/GAPDH coupled, Kinase-Glo luminescence, 60 min; AID 602233; also: potency is read from the fitted curve at half-maximal effect; % is scaled to controls: 0 for no effect and ±100 for the full control effect; nearly all actives have a fitted effect of over 60% in size
Target sequence (P07378 whole entry, looked up): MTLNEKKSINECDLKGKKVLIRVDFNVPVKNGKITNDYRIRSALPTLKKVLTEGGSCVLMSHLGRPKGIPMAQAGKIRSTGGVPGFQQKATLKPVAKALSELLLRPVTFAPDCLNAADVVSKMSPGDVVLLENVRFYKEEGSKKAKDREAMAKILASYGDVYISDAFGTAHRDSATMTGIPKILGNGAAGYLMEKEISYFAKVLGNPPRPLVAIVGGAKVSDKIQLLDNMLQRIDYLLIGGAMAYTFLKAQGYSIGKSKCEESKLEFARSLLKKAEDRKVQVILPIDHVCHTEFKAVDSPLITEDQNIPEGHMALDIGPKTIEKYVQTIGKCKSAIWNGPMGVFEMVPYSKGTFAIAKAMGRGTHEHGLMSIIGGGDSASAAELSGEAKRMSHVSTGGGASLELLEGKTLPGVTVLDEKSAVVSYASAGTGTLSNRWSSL
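Recombinant glycosomal PGK reaction used 1,3-bisphosphoglycerate generated in-well by GAPDH (100nM final) in 100mM TEA pH 7.6, 5mM MgCl2, 0.01% Tween-20. After 60 minutes at room temperature, ATP was read by Kinase-Glo Plus luminescence end-point.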
RXFP1 antagonist – blocks the human relaxin receptor RXFP1. Q9HBX9. HEK293-RXFP1, relaxin-stimulated cAMP HTRF, 30 min; active compounds read low. activity change, negative = inhibition, % at 57.5 µM. 350,000 tested, 0.59% active;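 active = activity change of -60% or lower, but not beyond a set lower limit; inconclusive = change between -60% and -40%, or beyond the set limit; inactive = change above -40%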; also: % is scaled to controls: 0 for no effect and ±100 for the full control effect
Pol iota inh – inhibitors of human DNA polymerase iota. Q9UNA4. Pol iota fluorescent replication assay, 10 min. Potency, µM (highest dose often 115 µM), without a hit: at the highest dose activity, negative = inhibition, hits mostly inhibitors. 390,000 tested, 1% active; also: potency is read from the fitted curve at half-maximal effect
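Pol iota at 10 nM preincubated 15 min with compounds at room temperature; reaction started with fluorescent substrate, 50 nM final. Fluorescence read kinetically at 0 and 10 min; buffer-only wells as negative control.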
BLM inh – Bloom syndrome helicase (human) inhibition; recombinant BLM DNA unwinding, fluorescence dequenching; Potency, µM (titrated, usually from 56.1 µM), for inactives: at the highest dose activity change, negative = inhibition, hits mostly inhibitors; 350,000 tested, 0.2% active; P54132; AID 2528;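 also: potency is read from the fitted curve at half-maximal effect; plate controls were vehicle for no effect and no enzyme for full effect; nearly all actives have a fitted effect of over 35% in size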
POLB inh – blocks human DNA polymerase beta activity; 340,000 tested, 1.3% active; P06746; Potency, µM (titrated, usually from 114 µM), without a hit: top-dose activity change, negative = inhibition, most hits filed as inhibitors; Pol beta primer extension/strand displacement, fluorescence kinetic; also: potency is read from the fitted curve at half-maximal effect; % is scaled to controls: 0 for no effect and ±100 for the full control effect
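Reaction started by 50 nM substrate onto compound-treated Pol beta (10 nM, 15 min preincubation, room temperature); plates read at 0 min and 10 min. Normalized concentration-effect data fitted by four-parameter Hill equation.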
Starred values were filed as active, the others as inactive; i = inactive; ? = inconclusive; . = not tested or not shown; & = joins results of further samples; [ ] = dose if it differs, or a comment. Unless noted, calls follow the shape of the dose curve; as a rule, active = well fitted curve in the direction sought with a large enough effect; inconclusive = small, poorly fitted or top-dose-only effect, or another doubt; inactive = no such curve, though single readings can be large; an effect the other way counts as inactive or inconclusive.

SMILES	Apoferritin bind	APEX1 inh	POLH inh	Pol kappa inh	Tb PGK inh	RXFP1 antagonist	Pol iota inh	BLM inh	POLB inh
Cc1ccc(-n2ncc3c2CC(C)(C)CC3NC(=O)CCc2cccnc2)cc1 (stereo not drawn)	-6.5%	-11.6%	-3.1%	-5.4%	i	-4.0	9.1%	1.5%	44.5%
O=C(O)/C=C/C(=O)NCCCc1ccccc1	-4.3%	-0.6%	-10.5%	-4.1%	i	5.9	15.4%	-0.2%	2.5%
Cc1cc(OCC(=O)Nc2ccc(F)c(F)c2)nc(C(C)C)n1	-13.6%	-0.8%	-5.7%	-1.6%	-1.0%	4.3	-7.7%	-3.6%	6.1%
Cc1ccc(-n2c(C)nc3ccsc3c2=O)cc1	.	.	-12.4%	5.3%	2.0%	-30.0	33.6%[activator]	.	.
Cc1noc(C)c1S(=O)(=O)N1CCCC(C(=O)Nc2ccc(C(C)C)cc2)C1 (stereo not drawn)	-3.9%	.	-13.6%	0.5%	-2.8%	.	-12.0%	0.6%	29.2%
O=C(COC(=O)/C=C/c1ccc(Cl)cc1)NC(=O)NCc1ccccc1	.	-1.0%	3.1%	-8.6%	-9.8%	-61.4*	36.5%[activator]	.	.
COC(=O)CCS(=O)(=O)c1ccc(Cl)cc1	-4.2%	1.6%	-11.8%	-6.0%	3.4%[11.5 µM]	4.8	10.5%	-1.6%	0.7%
COc1ccc2cc3c(N)nn(C(=O)Cc4c[nH]c5ccccc45)c3nc2c1	-18.2%	8.9%	?	-13.3%	i	-6.3	-14.3%	-6.6%	-21.1%
Cc1cc(C)c(-n2nnnc2SCC(=O)c2cccs2)c(C)c1	-19.0%	?	-23.4%	1.8%	i	-22.9	-10.0%	-13.5%	9.6%
CN(C(=O)c1cccc(NC(=O)Cc2ccc(NC(=O)C3CCN(C(=O)c4ccccc4)CC3)cc2)c1)C1CCCC1	.	.	-5.8%	-6.7%	1.4%	.	-5.7%	.	.
CCNC(=S)Nc1ccc(S(=O)(=O)Nc2cc(C)nc(C)n2)cc1	-2.0%	4.0%	1.4%	-1.4%	-3.9%	15.4	14.4%	-8.4%	2.6%
COc1ccc(CC/C(=N\O)C2(O)CCCCC2)cc1	?	-0.9%	-12.1%	-3.1%	-6.6%	8.0	19.2%	-4.8%	-19.8%
CCCCCN(C(=O)CCC(=O)OCC(=O)Nc1cccc(SC)c1)c1c(N)n(CCCC)c(=O)[nH]c1=O	.	37.5%	-11.7%	-2.5%	-7.4%	-23.9	16.7%	.	.
COc1ccccc1CCC(=O)N(C)C1CCCN(Cc2ccccc2F)C1 (stereo not drawn)	-2.3%	35.0%	-7.5%	-5.1%	1.6%	0.3	0.4%	-0.5%	9.9%
O=C(Cn1[nH]c(=O)c2ccccc2c1=O)OCC(=O)N1CCc2ccccc2C1	?	-3.3%	-10.9%	-13.0%	-4.3%	7.5	47.5%[activator]	-0.3%	10.8%
CCCCCCC[N+](CC)(CC)CCCCc1ccc(Cl)cc1	-4.8%[29.3 µM]	-12.0%	-0.5%	1.7%	-9.3%	7.1	0.3%	-5.6%[21.4 µM]	.
COc1cc(SC)ccc1C(=O)Nc1ccccc1	-17.3%	-3.1%	-17.0%	-22.9%	-0.3%	8.6	-6.0%	-4.9%	-5.4%
COc1cccc(CNC(=O)CN2CCC(c3nc4ccc(C)cc4[nH]3)CC2)c1	-3.9%	8.9%	3.6%	-6.1%	i	-2.9	-11.8%	2.7%	6.4%
Cc1onc(-c2ccccc2)c1C(=O)N1CCN(C)CC1	0.8%	0.1%	-8.3%	4.6%[60.1 µM]	-0.7%	-8.1	-4.1%	-3.4%	2.8%
CN(C)/C=N/c1nc2nccc(-c3ccc(Cl)cc3)n2n1	73.6%[activator]	17.8%	-17.5%	-0.2%	18.5%	-4.8	35.2%[activator]	-5.3%	13.6%
COc1ccc(CC(=O)O)cc1O	-2.1%	0.1%	-4.4%	-6.4%	i	.	-34.9%	2.3%	15.2%
O=C(Nc1ccc(N2CCN(C(=O)c3ccccc3)CC2)cc1)c1ccc([N+](=O)[O-])o1	-19.8%	14.3%	?	-19.9%	-6.5%	13.0	?	-5.2%	25.1µM*
Cc1cc(C)c2oc(C(=O)Nc3ccc(S(=O)(=O)N4CCCCC4)cc3)cc(=O)c2c1	-1.9%	.	-9.9%	-11.5%	6.3%	11.7	22.0%	-0.8%	11.1%
Cc1ccc2oc(C(=O)N3CCC(c4nc5ccccc5s4)CC3)c(C)c2c1	84.8%[activator]	.	-7.1%	-14.2%	6.8%	-22.3	16.3%	-10.6%	-16.3%
COc1ccc(CCNC(=O)CSCc2ccc(F)cc2)cc1OC	-10.3%	2.2%	-13.4%	-7.3%	i	-3.1	-1.0%	3.4%	17.0%
COc1ccc(OC)c(C(=O)c2ccc(C(=O)N3CCN(Cc4csc(C)n4)CC3)cc2)c1	-14.1%	12.7%	2.9%	-8.2%	-6.6%	3.9	-18.7%	-4.8%	-9.9%
CCCCN(C)CCN1C(=O)C2C(C(=O)Nc3ccc(Cl)cc3)C3C=CC2(O3)C1C(=O)NC1CCCCC1 (stereo not drawn)	-14.6%	32.4%	-17.4%	-2.9%	-9.9%	-8.9	33.2%[activator]	0.2%	-7.1%
CC(C)CN1CCN(Cc2nc(C(C)C)cs2)CC1CCO (stereo not drawn)	-12.3%	4.3%	-11.8%	-13.2%	-26.4%	-5.2	22.5%	-1.8%	-9.8%
COc1ccc(Cl)cc1C(=O)CSc1nnnn1C	-23.2%	-1.6%	-1.0%	-7.5%	i	-0.1	14.8%	-1.2%	-1.2%
CN(C)CCCNc1c2ccccc2nc2ccccc12	123.2%[activator]	9.47µM*	22.4µM*	25.1µM*	i	-8.2	8.91µM*	169.1%[activator]	2.24µM*

Structures listed so far containing a thiophene ring, fused or not:
SMILES	Apoferritin bind	APEX1 inh	POLH inh	Pol kappa inh	Tb PGK inh	RXFP1 antagonist	Pol iota inh	BLM inh	POLB inh
Cc1ccc(-n2c(C)nc3ccsc3c2=O)cc1	.	.	-12.4%	5.3%	2.0%	-30.0	33.6%[activator]	.	.
Cc1cc(C)c(-n2nnnc2SCC(=O)c2cccs2)c(C)c1	-19.0%	?	-23.4%	1.8%	i	-22.9	-10.0%	-13.5%	9.6%

(more compounds)
SMILES	Apoferritin bind	APEX1 inh	POLH inh	Pol kappa inh	Tb PGK inh	RXFP1 antagonist	Pol iota inh	BLM inh	POLB inh
CCc1nnc(N2C(=O)c3ccccc3C2(O)c2ccccc2)s1 (stereo not drawn)	-17.7%	0.1%	-7.7%	2.9%	i	-1.3	45.9%[activator]	-1.7%	-2.9%
CCS(=O)(=O)c1ccc(O)c(NC(=O)c2ccc(S(=O)(=O)N3CCCCCC3)cc2)c1	.	-6.2%	-5.9%	-4.7%	-2.8%	-12.2	-6.0%	.	.
O=C(c1cccs1)N(c1cccc(Cl)c1)C1C=CS(=O)(=O)C1 (stereo not drawn)	-2.8%	8.6%	-14.2%	11.9%	-1.4%	-4.4	1.7%	-8.4%	-7.7%
C=CCN(c1ccc(C(=O)Nc2ccc(NC(C)=O)cc2)cc1)S(C)(=O)=O	-3.9%	-4.4%	-12.6%	-13.1%	-7.2%	-11.8	134.2%[activator]	-3.3%	31.9%
CCc1ccc(-n2c(=O)c3ccccc3n(CC(=O)NCc3ccco3)c2=O)cc1	-3.0%	?	10.2%	-9.5%	4.8%	-36.7	-23.8%	-1.3%	1.0%
COc1ccc2nc(C)cc(SCC(=O)O)c2c1	-7.3%&-4.2%	-5.9%&-2.0%	-8.8%&-13.4%	0.0%&-2.6%	-7.4%&-2.9%	10.0&7.0	?	3.7%&-3.4%	-1.8%&16.1%
Cc1ccccc1N1C(=S)NC2c3ccccc3OC1(C)C2C(=O)N(C)C (stereo not drawn)	-7.5%	3.0%	-11.9%	-3.7%	0.0%	-12.2	41.5%[activator]	-4.7%	10.4%
COC(=O)Cc1c(C)nc2nc(NCc3ccccc3OC)[nH]n2c1=O	-15.2%	-0.6%	-6.3%	-0.2%	-0.8%	5.2	-9.4%	2.9%	2.6%
Cc1ccc(/C=N/n2c(-c3ccncc3)n[nH]c2=S)cc1	4.3%	?	-1.9%	-12.3%	3.5%	-2.4	-6.0%	-3.3%	8.2%
COc1ccc(Nc2ccc(N3C(=O)CC(C)C3=O)cc2[N+](=O)[O-])cn1 (stereo not drawn)	-8.2%	?	1.8%	-5.9%	9.5%	2.4	26.5%	-9.4%	26.6%
COc1ccc(N2C(=O)CC(N3CCC(O)(c4ccc(Cl)cc4)CC3)C2=O)cc1 (stereo not drawn)	-17.9%	-1.9%	-11.2%	-4.1%	4.8%	7.8	10.6%	0.1%	15.2%

Whole records from above. Values in the order: Apoferritin bind	APEX1 inh	POLH inh	Pol kappa inh	Tb PGK inh	RXFP1 antagonist	Pol iota inh	BLM inh	POLB inh
Entry for `Cc1ccc(-n2ncc3c2CC(C)(C)CC3NC(=O)CCc2cccnc2)cc1` (stereo not drawn) = -6.5%	-11.6%	-3.1%	-5.4%	i	-4.0	9.1%	1.5%	44.5%
Entry for `COc1cccc(CNC(=O)CN2CCC(c3nc4ccc(C)cc4[nH]3)CC2)c1` = -3.9%	8.9%	3.6%	-6.1%	i	-2.9	-11.8%	2.7%	6.4%
Entry for `CCCCCN(C(=O)CCC(=O)OCC(=O)Nc1cccc(SC)c1)c1c(N)n(CCCC)c(=O)[nH]c1=O` = .	37.5%	-11.7%	-2.5%	-7.4%	-23.9	16.7%	.	.
Entry for `Cc1ccc2oc(C(=O)N3CCC(c4nc5ccccc5s4)CC3)c(C)c2c1` = 84.8%[activator]	.	-7.1%	-14.2%	6.8%	-22.3	16.3%	-10.6%	-16.3%
Entry for `Cc1cc(C)c2oc(C(=O)Nc3ccc(S(=O)(=O)N4CCCCC4)cc3)cc(=O)c2c1` = -1.9%	.	-9.9%	-11.5%	6.3%	11.7	22.0%	-0.8%	11.1%

Source: PubChem (National Center for Advancing Translational Sciences (NCATS))

This is a subset; rates above refer to the full screens.
